Rtt109 HAT inh: inhibitors of Candida albicans Rtt109/Vps75 histone acetyltransferase. Q5AAJ8. purified Rtt109/Vps75, ThioGlo CoA-SH fluorescence, 4 h. inhibition, % at 34.9 µM. 0.16% of 330,000 active;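 active = inhibition of at least 50% in every replicate; inconclusive = best replicate reaches 50% inhibition but some replicates fall short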
Target sequence (Q5AAJ8 whole entry, looked up): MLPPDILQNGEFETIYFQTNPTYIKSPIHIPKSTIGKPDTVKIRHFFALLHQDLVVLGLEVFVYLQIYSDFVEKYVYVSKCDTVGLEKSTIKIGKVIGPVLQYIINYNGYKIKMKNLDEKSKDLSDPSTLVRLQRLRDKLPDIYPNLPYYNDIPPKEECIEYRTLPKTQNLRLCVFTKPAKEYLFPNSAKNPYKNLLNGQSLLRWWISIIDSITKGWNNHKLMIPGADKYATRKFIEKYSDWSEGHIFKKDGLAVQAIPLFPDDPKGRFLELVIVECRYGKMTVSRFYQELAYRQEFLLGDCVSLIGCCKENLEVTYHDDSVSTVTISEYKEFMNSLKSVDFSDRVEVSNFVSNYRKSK
V-ATPase pHluor: alters yeast V-ATPase proton transport | S. cerevisiae, pHLuorin cytosolic pH fluorescence | response, % at 10 µM | 0.37% of 350,000 active; in the data active = response mostly above about 7.3%, no sharp cut-off; inactive = mostly below about 5.4%; also: actives read high; inactives centre near 0; some compounds called inactive have numbers as strong as hits
CAL PDZ FP-1: blocks peptide binding to the human CAL PDZ domain | 0.92% of 300,000 active | purified CAL PDZ, TMR-peptide fluorescence polarization, 1 h | Q9HD26 | inhibition, % at 24.9 µM | AID 602252;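 active = mean inhibition of at least 30% with at least half of replicates also reaching 30%; inconclusive = no clear call, values can overlap the other calls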;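 also: 0% = DMSO neutral control and 100% = excess unlabeled competitor peptide PRC23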
Tat export inh: E. coli Tat transport inhibition; E. coli MC4100 TorA-mCherry Tat export, fluorescence; inhibition, % at 10 µM; 0.036% of 340,000 active;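 active = mean replicate inhibition at least 50% and at least half of replicates individually reaching 50%; inconclusive = only one of the two criteria met; inactive = neither criterion met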;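 also: exported cargo escapes ClpAP degradation while cytoplasmic cargo is degraded and loses fluorescence; 0% = median of neutral control wells and 100% = median of NaSCN control wells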
Wnt bcat act: activators of Wnt/beta-catenin signaling | Wnt/beta-catenin reporter cell assay, activator, plate reader | activation, % at 9.35 µM | 1.2% of 300,000 active | AID 743398; in the data active = activation above about 30%, passing the limit was not always enough; inconclusive = no clear call, values can overlap the other calls;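 also: 0% = neutral control wells and 100% = positive control wells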
CDK5 inh: inhibitors of human CDK5/p35 kinase; Recombinant CDK5/p35, ADP-Glo luminescence, 60 min; inhibition, % at 10 µM; 0.01% of 330,000 active; AID 488839;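 active = highest replicate inhibition of at least 50% and at least 75% of replicates reaching 50%; inconclusive = only one of the two criteria met; inactive = both criteria failed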;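 also: plate controls were DMSO neutral control for no effect and GW8510 at 10 µM for full effect; many of its hits are not listed in these tables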
Target sequence (Q00535 whole entry, looked up): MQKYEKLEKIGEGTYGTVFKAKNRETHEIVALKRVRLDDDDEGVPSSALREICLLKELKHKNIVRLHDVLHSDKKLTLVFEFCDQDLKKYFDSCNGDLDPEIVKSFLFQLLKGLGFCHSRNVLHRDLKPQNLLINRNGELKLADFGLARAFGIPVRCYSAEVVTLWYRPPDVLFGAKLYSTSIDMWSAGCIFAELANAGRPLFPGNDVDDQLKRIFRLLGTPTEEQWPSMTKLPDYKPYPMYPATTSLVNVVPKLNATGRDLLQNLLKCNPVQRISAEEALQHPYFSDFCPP
Target sequence (Q15078 whole entry, looked up): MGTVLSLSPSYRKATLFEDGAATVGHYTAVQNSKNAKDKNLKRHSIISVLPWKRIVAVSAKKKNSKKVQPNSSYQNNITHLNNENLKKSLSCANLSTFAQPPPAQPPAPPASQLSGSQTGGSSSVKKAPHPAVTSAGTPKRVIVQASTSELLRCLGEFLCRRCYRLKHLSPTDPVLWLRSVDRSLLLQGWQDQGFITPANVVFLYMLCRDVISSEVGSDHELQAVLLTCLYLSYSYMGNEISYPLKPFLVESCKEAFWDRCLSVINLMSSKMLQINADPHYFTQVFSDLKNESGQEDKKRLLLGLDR
dFosB act: mouse delta FosB homodimer activation. 0.99% of 340,000 active. AID 493131. P13346. activation, % at 25 µM. purified delta FosB, TAMRA-CDK5 oligo fluorescence polarization; percent of positive-control signal above neutral wells;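 active = mean activation above about 17%, with every replicate also reaching it, limit read from the data, passing the limit was not always enough; inconclusive = only one of the two conditions met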;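 also: fluorescence polarization rise as delta FosB binds a TAMRA Cdk5 AP-1 oligo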
RTF Ca sens act: increases calcium sensitivity of human cardiac regulated thin filaments; P19429+P45379; IANBD-labeled TnC RTF fluorescence at EC20 calcium; 0% EC20 calcium, 100% full calcium; 0.24% of 340,000 active; activation, % at 7.2 µM;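 active = activation above the mean over all tested compounds plus 3 SD, cut at about 30% in these data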;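 also: rise in fluorescence read as greater calcium sensitivity of cardiac thin filaments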
CAL PDZ FP-2: inhibitors of human CAL PDZ peptide binding; Q9HD26; purified CAL PDZ, TMR-peptide fluorescence polarization, 1 h; inhibition, % at 20 µM; 0.02% of 330,000 active; AID 504414;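 active = highest replicate inhibition of at least 40%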;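 also: plate controls were DMSO neutral control wells for no effect and unlabeled competitor peptide control wells for full effect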
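material = purified tagged CAL PDZ domain construct (CerCALP) | buffer or medium = sodium phosphate/NaCl buffer pH 7.4 with TCEP, IgG, Thesit | reagent = TMR-labelled reporter peptide T*-PRC34 bound in PDZ groove | incubation = 1 h room-temperature incubation prior to read | measured by = fluorescence polarization (mP) | evaluation = percent inhibition from loss of millipolarization | control set = unlabelled peptide and DMSO controls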
MITF TRPM1 HTS: MITF TRPM1 promoter activation in melanoma cells. SK-MEL-5 TRPM1-promoter luciferase, 24 h; % of positive control, neutral wells = 0. activation, % at 12.5 µM. 0.75% of 300,000 active;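 active = mean activation of at least 80% with every replicate also reaching 80%; inconclusive = mean reaches 80% but some replicate falls short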;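 also: 0% = neutral control wells and 100% = parthenolide positive control wells; values of inactives mirror those of a sister screen read the other way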
An asterisk follows results filed as active; u = inconclusive; x = not tested or not shown.

SMILES	Rtt109 HAT inh	V-ATPase pHluor	CAL PDZ FP-1	Tat export inh	Wnt bcat act	CDK5 inh	dFosB act	RTF Ca sens act	CAL PDZ FP-2	MITF TRPM1 HTS
Cc1ccc(NC(=O)Cn2cc(C=O)c3ccccc32)cc1C	7	-1	-2	4	-4	1.1	20*	-3	x	-26
Cn1c(Cn2c(=O)sc3ccccc32)nnc1SCC(=O)NCC1CCCO1 (stereo unspecified)	-7	2	0	-3	-4	1.6	3	-3	-0.7	0
Cc1ccc(-n2c(SCC(=O)OC(C)C)nnc2-c2ccncc2)cc1	10	-2	-2	1	x	0.2	-1	-12	-1.9	-6
CN1CCC(n2[nH]c(-c3ccccc3)c(Cc3ccccc3)c2=O)CC1	1	-2	-6	0	-4	1.3	-7	-3	-1.6	25
CCCN(CCC)CCCNC(=O)CC1Nc2ccccc2NC1=O (stereo unspecified)	11	-1	2	0	5	1.9	-4	2	0.8	-5
COc1cccc(-c2ccc(NC(=O)C3CCCN(Cc4cnn(C)c4C)C3)cc2)c1 (stereo unspecified)	3	5	-7	2	0	-2.1	-9	5	-5.4	6
Cc1ccc(S(=O)(=O)n2nc(OC(=O)c3cccs3)cc2N)cc1	-5	-2	0	-1	1	0.0	-2	-5	-1.4	-5
CC(C)(C)C(=O)Nc1ccc(-c2csnn2)cc1	7	5	-2	-5	30	0.2	-2	1	-0.8	67
CC(=O)Nc1ccc(S(=O)(=O)N2CCN(C(=O)c3ncoc3-c3ccc(F)cc3)CC2)cc1	1	-2	7	-8	-5	1.7	-6	-3	0.2	-2
N#CNC(=Nc1cccc(C(F)(F)F)c1)SCc1ccc(C(=O)O)cc1	-98	6	1	-17	2	-0.1	-4	7	-1.6	10
COc1cc(/C=N/NC(=O)CC2(C)OCCCO2)ccc1OCc1ccccc1	3	0	-1	-10	x	0.6	0	-7	-1.6	-1
CCOC(=O)/C(C#N)=C\c1c(OCC)n(CC)c2ccccc12	4	-2	-2	8	x	-0.1	1	-1	-1.5	1
O=C(OCC(=O)N1CCC(Cc2ccccc2)CC1)c1cc(Cl)ccc1O	-13	0	3	6	4	-2.8	5	2	-3.6	0
O=C(Nc1ccccc1F)C1CCCN(S(=O)(=O)c2ccc(-n3cnnn3)cc2)C1 (stereo unspecified)	-1	4	-1	19	-3	-5.1	-3	0	-2.6	-9
Cc1ccc(NC(=O)CCC(=O)NNC(=O)c2ccccc2[N+](=O)[O-])c(C)c1	4	-1	2	-5	-2	-1.2	-5	4	0.2	1
Cc1ccc(S(=O)(=O)Nc2cc3c(cc2N2CCOCC2)n(C)c(=O)c(=O)n3C)cc1	3	-2	36*	6	-1	0.3	-4	2	0.1	6
CC(=O)N1c2ccc(C)cc2Sc2c1ccc1ccccc21	4	-2	4	7	-3	-0.1	-5	-5	-1.0	-2
CCOC(=O)c1cc2c(=O)[nH]ccc2nc1C	-5	0	0	-3	x	0.3	-14	1	0.5	-12
COc1ccc2c(c1)c1ncn(CC3CCCO3)c(=O)c1n2C (stereo unspecified)	-11	1	-4	-12	-1	-1.4	0	11	-0.2	6
COC(=O)[C@]1(C)N[C@H](CN(C)S(=O)(=O)c2ccc(OC(F)(F)F)cc2)[C@@H]2C(=O)N(C)C(=O)[C@@H]21	5	3	x	-5	-2	1.2	-8	-2	-0.7	15
CS(=O)(=O)c1cccc(NC(=O)c2ccc(Cl)c(Cl)c2)c1	4	4	-3	5	17	2.2	-13	-9	-3.4	32
COc1ccc(C(=O)Nc2c(C)cc(C)cc2C)cc1OC	-1	1	3	-1	10	0.7	-7	-1	-0.8	x
COCCNC(=O)/C(C#N)=C/c1cccc(OCc2ccccc2)c1	-11	-2	x	1	2	-4.0	-16	3	-0.1	-1
Clc1ccccc1OCc1nnc(-c2ccccc2)o1	-2	1	-2	-3	u	-0.4	-11	4	-2.1	88*
CCOC(=O)C(C(=O)Nc1cccc(C)c1)C1CCCCC1 (stereo unspecified)	x	1	-4	-6	x	-1.2	-14	0	-2.1	5
NCC(c1ccccc1)c1c[nH]c2ccccc12 (stereo unspecified)	-1	-1	x	0	0	0.4	-4	0	0.2	-13
COC(=O)C1=C(C)N(c2cccc(C(C)=O)c2)C(=O)C1	8	-2	-2	-22	x	-0.5	-1	1	-1.0	x
CCC1(C)CC2(CCCN(CCC(O)(c3ccccc3)c3ccccc3)C2)CCO1 (stereo unspecified)	-4	-2	x	-7	-4	3.1	-1	-6	-1.7	x
CC(OC(=O)c1cccnc1)C(=O)Nc1ccc2c(c1)OCO2 (stereo unspecified)	-15	2	-2	-8	-2	3.7	1	4	-2.5	8
CCOC(=O)c1c(NC(=O)c2ccc(S(=O)(=O)N3CCOCC3)cc2)sc2c1CC(C)(C)NC2(C)C	-21	3	x	-1	2	-0.3	-13	0	-0.1	2
COc1cc(NC(=O)CSc2nnnn2Cc2ccccc2)cc(OC)c1	x	-1	-6	3	-3	1.4	-4	1	-1.5	1
Cc1ccc(CSC2=Nc3ccccc3C3=NC(CC(=O)NCc4ccco4)C(=O)N23)cc1 (stereo unspecified)	0	-1	-5	10	18	-0.1	-16	-7	-0.8	6
CCOC(=O)c1[nH]c2ccc(OC)cc2c1NC(=S)N1CCN(c2ccccn2)CC1	2	3	-1	-4	1	0.5	-1	-1	-0.6	0
Cn1ccsc1=NC(=O)c1ccc(S(=O)(=O)C(F)F)cc1	-8	3	-5	-9	1	-0.7	-5	-2	0.9	59
CN(C)S(=O)(=O)c1cccc(C(=O)NCC(=O)NC2CCN(Cc3ccccc3)CC2)c1	-19	1	-2	-2	-2	-0.1	2	-8	-2.4	-9
O=C(CCCOc1ccccc1)n1nnc2ccccc21	-3	-2	-5	4	x	-1.5	-4	-2	-3.9	8
O=C(CC(=O)N1CCOCC1)N1CCOCC1	1	-2	2	-4	0	0.2	-2	1	-0.1	-3
CC1(C)CC(=O)C(C=NCCN2CCN(C(=O)CC3CCCC3)CC2)=C(O)C1	-1	-4	-3	-5	x	1.1	-13	3	0.0	3
COc1ccc(CN2C(=O)[C@@H]3C(c4ccccc4Cl)=NO[C@@H]3C2=O)cc1	x	-1	1	5	-1	-0.6	-5	3	-2.7	x
CCOc1ccc(OCc2ccc(C(=O)NCC3CCCO3)o2)cc1 (stereo unspecified)	-4	2	-4	2	x	-3.3	2	2	-1.8	-1
CCOC(=O)C1CCN(C(c2cc3ccc(C)cc3[nH]c2=O)c2nnnn2C2CCCCC2)CC1 (stereo unspecified)	5	0	-2	-2	x	-0.2	4	-3	-3.1	-1
CCC(=O)c1cccc(-c2ccccc2)c1CC	-7	-10	-4	4	11	-1.4	-2	-3	0.6	6
CC1CCN(c2c(NCc3ccc(C(=O)N4CCc5ccccc54)cc3)c(=O)c2=O)CC1	-9	4	x	-11	-5	-1.2	5	2	-0.1	-49
COc1cc(C(=O)Nc2nc3ccc(C)cc3s2)ccc1OCc1c(C)noc1C	-8	-4	-1	-4	x	1.3	u	0	0.4	-13
COCCNC(=O)c1cc(-c2cccs2)on1	2	3	x	3	u	-2.1	1	3	-7.9	9
COc1cc(CN2CCC(C(=O)NC3CCCC3)CC2)cc(OC)c1O	16	-5	-4	3	x	0.4	0	2	1.3	x

Gathered by group, the compounds so far containing an aryl methoxy group
SMILES	Rtt109 HAT inh	V-ATPase pHluor	CAL PDZ FP-1	Tat export inh	Wnt bcat act	CDK5 inh	dFosB act	RTF Ca sens act	CAL PDZ FP-2	MITF TRPM1 HTS
COc1cccc(-c2ccc(NC(=O)C3CCCN(Cc4cnn(C)c4C)C3)cc2)c1 (stereo unspecified)	3	5	-7	2	0	-2.1	-9	5	-5.4	6
COc1cc(/C=N/NC(=O)CC2(C)OCCCO2)ccc1OCc1ccccc1	3	0	-1	-10	x	0.6	0	-7	-1.6	-1
COc1ccc2c(c1)c1ncn(CC3CCCO3)c(=O)c1n2C (stereo unspecified)	-11	1	-4	-12	-1	-1.4	0	11	-0.2	6
COc1ccc(C(=O)Nc2c(C)cc(C)cc2C)cc1OC	-1	1	3	-1	10	0.7	-7	-1	-0.8	x
COc1cc(NC(=O)CSc2nnnn2Cc2ccccc2)cc(OC)c1	x	-1	-6	3	-3	1.4	-4	1	-1.5	1
CCOC(=O)c1[nH]c2ccc(OC)cc2c1NC(=S)N1CCN(c2ccccn2)CC1	2	3	-1	-4	1	0.5	-1	-1	-0.6	0
COc1ccc(CN2C(=O)[C@@H]3C(c4ccccc4Cl)=NO[C@@H]3C2=O)cc1	x	-1	1	5	-1	-0.6	-5	3	-2.7	x
COc1cc(C(=O)Nc2nc3ccc(C)cc3s2)ccc1OCc1c(C)noc1C	-8	-4	-1	-4	x	1.3	u	0	0.4	-13
COc1cc(CN2CCC(C(=O)NC3CCCC3)CC2)cc(OC)c1O	16	-5	-4	3	x	0.4	0	2	1.3	x

Pulled by structure from the entries so far:
SMILES	Rtt109 HAT inh	V-ATPase pHluor	CAL PDZ FP-1	Tat export inh	Wnt bcat act	CDK5 inh	dFosB act	RTF Ca sens act	CAL PDZ FP-2	MITF TRPM1 HTS
CC1CCN(c2c(NCc3ccc(C(=O)N4CCc5ccccc54)cc3)c(=O)c2=O)CC1	-9	4	x	-11	-5	-1.2	5	2	-0.1	-49
CCC(=O)c1cccc(-c2ccccc2)c1CC	-7	-10	-4	4	11	-1.4	-2	-3	0.6	6

Bioassay records as filed in PubChem.
